# Bioassay records deposited in PubChem by National Center for Advancing Translational Sciences (NCATS).
# HP1b binding inh: blocks HP1-beta chromodomain binding to methylated histone tails; Potency, µM (series often up to 114 µM), for inactives: at the highest dose activity change, negative = inhibition, hits mostly inhibitors; hit rate 0.56% among 390,000; P83916; AlphaScreen HP1-beta / biotin-H3K9me3 peptide binding; further: nearly all actives have a fitted effect of over 70% in size; inactives centre near 23
#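 HP1-beta protein (50 nM final) preincubated 30 min at room temperature with biotinylated H3(1-18)K9me3 peptide (50 nM) in PBS pH 7.4, 0.01% Tween-20, then compound added for 30 min. AlphaScreen streptavidin donor/nickel chelate acceptor beads (10 ug/mL final), 30 min dark, luminescence read.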
# JMJD2A Tudor: blocks the human JMJD2A Tudor domain; AID 504339; AlphaScreen JMJD2A-Tudor / H3K4me3 peptide binding; hit rate 4.4% among 390,000; Potency, µM (doses to about 114 µM), for inactives: at the top dose activity change, negative = inhibition, hits mostly inhibitors; further: on the % scale 0 is the no-effect control and ±100 the full control effect; nearly all actives have a fitted effect of over 50% in size
# Target sequence (O75164 whole entry, looked up, the tested form may be a part): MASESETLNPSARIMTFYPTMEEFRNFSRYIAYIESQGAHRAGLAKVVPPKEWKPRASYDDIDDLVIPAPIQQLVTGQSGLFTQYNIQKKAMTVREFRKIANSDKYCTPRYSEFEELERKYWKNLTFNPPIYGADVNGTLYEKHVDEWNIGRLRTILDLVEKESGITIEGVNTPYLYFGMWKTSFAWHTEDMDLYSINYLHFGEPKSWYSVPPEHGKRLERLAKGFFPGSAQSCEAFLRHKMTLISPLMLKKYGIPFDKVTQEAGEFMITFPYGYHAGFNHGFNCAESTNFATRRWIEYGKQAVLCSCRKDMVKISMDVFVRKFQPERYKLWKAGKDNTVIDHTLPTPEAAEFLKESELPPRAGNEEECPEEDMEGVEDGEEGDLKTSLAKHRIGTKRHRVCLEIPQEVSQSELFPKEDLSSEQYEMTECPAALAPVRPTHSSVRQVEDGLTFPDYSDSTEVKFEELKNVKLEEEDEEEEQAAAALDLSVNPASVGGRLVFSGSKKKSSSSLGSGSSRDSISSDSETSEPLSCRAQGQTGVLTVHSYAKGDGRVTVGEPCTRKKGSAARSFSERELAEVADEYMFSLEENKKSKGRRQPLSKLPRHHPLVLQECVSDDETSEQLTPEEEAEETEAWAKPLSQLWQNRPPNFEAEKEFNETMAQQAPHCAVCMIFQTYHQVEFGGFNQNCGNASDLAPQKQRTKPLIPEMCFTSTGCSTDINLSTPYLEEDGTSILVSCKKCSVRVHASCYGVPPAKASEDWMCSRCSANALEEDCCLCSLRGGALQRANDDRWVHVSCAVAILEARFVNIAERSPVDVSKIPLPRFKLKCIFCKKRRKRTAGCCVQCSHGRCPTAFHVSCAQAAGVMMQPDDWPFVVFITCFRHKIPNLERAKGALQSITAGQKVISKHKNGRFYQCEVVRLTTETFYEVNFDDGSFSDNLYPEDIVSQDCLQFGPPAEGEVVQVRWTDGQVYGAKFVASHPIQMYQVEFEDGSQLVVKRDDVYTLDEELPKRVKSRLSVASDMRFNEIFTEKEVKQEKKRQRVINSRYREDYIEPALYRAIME
# rTrxR1 inhibitor: inhibitors of rat thioredoxin reductase 1 | recombinant rTrxR1, NADPH fluorescence consumption, selenite substrate | Potency, µM (highest dose often 114 µM), inactives show at the top dose activity change, negative = inhibition, hits mostly inhibitors | hit rate 1% among 390,000 | AID 588453; further: on the % scale 0 is the no-effect control and ±100 the full control effect; nearly all actives have a fitted effect of over 65% in size
#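 Rat TrxR1 (90 nM in the dispensed reagent) was pre-reduced with 400 uM NADPH for 5 min at room temperature, then incubated with compound for 15 min. After 400 uM selenite was added, NADPH fluorescence (Ex 340/Em 450 nm) was followed for 8 min.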
# Pin1 inh: blocks the human prolyl isomerase Pin1; Pin1 FP peptide displacement, HiFluor488, 10 min; Potency, µM (titrated, usually from 115 µM), for the others: at the highest dose activity, negative = inhibition, most hits filed as inhibitors; hit rate 0.009% among 390,000; Q13526; active means well fitted inhibition curve with a large enough effect in the polarisation, with a control signal flat, not every such curve was filed as active; inconclusive means small, poorly fitted or top-dose-only effect, or effect the other way, or a change in a side signal; inactive means no such curve, though single readings can be large or run the other way; the % refers to the polarisation; further: on the % scale 0 is the no-effect control and ±100 the full control effect
# 12-LOX inh: inhibitors of human 12S-lipoxygenase ALOX12 | P18054 | purified 12hLO, xylenol orange hydroperoxide absorbance | Potency, µM (titrated, usually from 108 µM), for the others: at the top dose activity change, negative = inhibition, most hits filed as inhibitors | hit rate 1.1% among 580,000; further: on the % scale 0 is the no-effect control and ±100 the full control effect
#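 Purified human 12hLO at 150 nM in 25 mM Hepes, 0.01% Triton X-100, pH 7.0, preincubated 15 min at room temperature with compound. Reaction started with 40 uM arachidonic acid, 30 min at room temperature. Hydroperoxide measured by Fe-xylenol orange, 573/405 nm absorbance ratio.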
# RGS4 inhibitor: blocks human RGS4-accelerated GTP hydrolysis; Transcreener GDP fluorescence polarization, RGS4-accelerated GTP hydrolysis; Potency, µM (series often up to 114 µM), inactives show at the top dose activity change, negative = inhibition, usual class: inhibitors; hit rate 0.039% among 390,000; further: on the % scale 0 is the no-effect control and ±100 the full control effect; nearly all actives have a fitted effect of over 75% in size; some results filed as inactive show a strong effect at the top dose
#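 MLSMR compounds (23 nl, pin-transferred) preincubated 10 min at room temperature with a 500nM (2x) first reagent, then RGS4 at 900nM (2x) plus Transcreener GDP mix added; fluorescence polarization (620/688 nm) read before and after 90 min at 30 °C.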
# GLS inhibitor: glutaminase GLS (human) inhibition; GLS enzymatic activity, qHTS titration; Potency, µM (highest dose often 45.5 µM), for the others: at the highest dose activity change, negative = inhibition, most hits filed as inhibitors; hit rate 0.21% among 410,000; further: on the % scale 0 is the no-effect control and ±100 the full control effect
#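 hKGA; 45 mM KH2PO4 pH 8.2 + 0.02% Tween-20; cpd via pin tool; 1 mM Gln soln; GluOx/HRP/Amplex Red; RT 30 min; fluor. t0 & final.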
# ERG Ets-DNA blk: inhibitors of human ERG Ets domain-DNA interaction | P11308 | fluorescence polarization, His-ERG Ets domain / labelled DNA | Potency, µM (doses to about 76.9 µM), for inactives: at the top dose FP activity, negative = inhibition, actives largely listed as inhibitors | hit rate 0.028% among 370,000; active means well fitted inhibition curve with a large enough effect in the polarisation, with a control signal flat; inconclusive means small, poorly fitted or top-dose-only effect, or effect the other way, or a change in a side signal; inactive means no such curve, though single readings can be large or run the other way; the % refers to the polarisation;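 further: polarization taken with two DNA probes labelled with fluorescein and Texas red; % of control where 0% means no effect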
#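 His-tagged ERG Ets domain (1 uM in the protein solution; 300mM KCl, 50mM Tris-HCl, 1mM EDTA, 1mM DTT, pH 7.5) received compound, then a probe mix of 5 nM fluorescein-DNA and 100nM Texas-615-DNA. Fluorescence polarization was read for both dyes.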
# Tb PGK inh: inhibitors of T. brucei phosphoglycerate kinase | Potency, µM (highest dose often 57.5 µM), for inactives: at the top dose activity change, negative = inhibition, actives largely listed as inhibitors | hit rate 0.043% among 380,000 | PGK/GAPDH coupled, Kinase-Glo luminescence, 60 min; further: on the % scale 0 is the no-effect control and ±100 the full control effect; nearly all actives have a fitted effect of over 60% in size
#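 Luminescent ATP detection (Kinase-Glo Plus) follows a 60-minute room-temperature incubation, with wells lacking PGK as controls. Buffer: 100 mM TEA (pH 7.6), 5 mM MgCl2, 0.01% Tween-20. Coupling enzyme GAPDH (100 nM final) supplies unstable 1,3-BPG in-well.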
# The depositor's hits bear a star; i = inactive; ? = inconclusive; · = no result given; [ ] = dose if it differs, or a comment. Unless noted, the call rests on the fitted dose curve; in most records, active means well fitted curve in the direction sought with a large enough effect; inconclusive means small, poorly fitted or top-dose-only effect, or another doubt; inactive means no such curve, though single readings can be large; an effect the other way counts as inactive or inconclusive. Potency means the concentration at half of the fitted maximal effect.
SMILES,HP1b binding inh,JMJD2A Tudor,rTrxR1 inhibitor,Pin1 inh,12-LOX inh,RGS4 inhibitor,GLS inhibitor,ERG Ets-DNA blk,Tb PGK inh
CN(C(=O)COC(=O)c1nn(C)c(=O)c2ccccc12)c1c(N)n(Cc2ccccc2)c(=O)[nH]c1=O,18%,-6%,-15%,-13%,0%,7%,4%,6%,6%
O=C(NC(=S)Nc1ccc(Cl)cn1)C12CC3CC(CC(C3)C1)C2,59%[activator],-6%,0%,-1%,?,-34%,-1%,5%,·
CCOC(Cn1cc(C)c(=O)[nH]c1=O)OCC,35%,-22%,5%[57.1 µM],4%,-2%,-12%,3%,-8%,5%
FC(F)(F)COc1nc(N2CCOCC2)nc(N(c2ccccc2)c2ccccc2)n1,35%[activator],-8%,-21%[57.1 µM],?,-18%,24%,-1%,-6%,-4%
COc1cc(CN(C)CCc2ccccc2)ccc1OCc1ccccc1,39%,-10%,-10%,0%,-26%,-14%,8%,-6%,-6%
Cc1nn(Cc2ccccc2)c(C)c1NC(=O)c1cc(C(C)C)on1,34%[activator],-8%,9%,4%,-6%,6%,1%,-2%,-5%
CC1(C)CC(=O)C=C(Nc2cccc(Cl)c2Cl)C1,16%,-19%,11%,6%,0%,45%,8%,82%[activator],-6%
O=C(CSc1nc2ccccc2c(=O)[nH]1)N1CCCCC1,24%,-12%,-1%,0%,0%[57.4 µM],-3%,2%,-1%,-7%
CCOC(=O)Cc1nc(-c2cccc(C(F)(F)F)c2)no1,87%[activator],37%[activator],4%,7%,-1%,17%,2%,2%,1%
CC(=O)N1c2ccc(S(=O)(=O)N3CCCCCC3)cc2CC1C(=O)NCc1ccc(Cl)cc1 (configuration not stated),3%,-16%,21%[57.1 µM],-1%,?,9%,-11%,0%,-12%
CCCc1nc(SCC(=O)Nc2ccc(N3CCOCC3)cc2)c2ccccc2n1,13%,9%[57.1 µM],-1%[57.1 µM],-1%,0%,-6%[11.4 µM],8%,1%,0%
CC(NC(=O)C1CCCO1)c1ccccc1 (configuration not stated),7%,4%,-1%,0%,?,-15%,0%,-6%,i
CCn1c(O)c(N=NC(=O)CNC(=O)/C=C/c2ccco2)c2ccccc21,17%,-23%,-10%,-2%,-14%,14%,3%,·,-8%
CC1CCN(c2ccc(C=O)o2)CC1,9%,-27%,6%,-4%,1%,33%[56.9 µM],-1%,2%,-5%
COc1ccc(NC(=O)C(NC(C)=O)C(=O)NCc2ccccc2)cc1 (configuration not stated),20%,9%,14%[57.1 µM],-1%,1%,-19%,-3%,12%,-10%
CCOc1ccc(NC(=O)c2ccc(N)cc2)cc1,50%[activator],-13%,14%,-2%,11%,-4%,-6%,2%,-7%
CCOC(=O)[C@H]1[C@H]2COc3ccc(Br)cc3[C@H]2N2C(=O)CN(CCc3c[nH]c4ccccc34)C(=O)[C@@]12C,21%,-36%,6%,12%,?,3%,4%,12%,1%
CCOC(=O)N1CCN(C(=O)c2cc3n(n2)C(C(F)(F)F)CC(c2ccc4c(c2)OCO4)N3)CC1 (configuration not stated),1%,-15%,-2%,-7%,0%,24%,18%,-1%,-3%
Cn1ncc(Cl)c1C(=O)Nc1cccc(Cl)c1,-20%,89µM*,?,-4%,0%,?,-11%,-4%,-2%
C=CCOc1c(Br)cc(/C=C2\SC(=Nc3ccccc3)NC2=O)cc1OC,30%,-14%,15%,2%,-17%,-1%,6%,11%,-8%
CCOc1ccc(C(=O)Nc2cccc(-c3ccc(N4CCOCC4)nn3)c2)cc1OCC,4%,-12%,6%,3%,-19%,-15%,0%,-3%,-3%
COc1cc(/C=C/CO)cc(OC)c1O[C@@H]1O[C@H](CO)[C@@H](O)[C@H](O)[C@H]1O,35%,-17%,-5%,-1%,10%,21%,2%,-1%,-1%
CN1CCN(c2ccc(NC(=S)NC(=O)c3cccc4c(Cl)cccc34)cc2)CC1,21%,?,-6%,2%,?,14%[56.9 µM],-3%,12%,-10%
Nc1nc(N)nc(-c2cc(O)ccc2O)n1,38%,-20%,12%[57.1 µM],-12%,-4%,0%,-13%,9%,-6%
CN(C(=O)Cc1c(C(=O)O)n(C)c2ccccc12)c1ccc(Cl)cc1,5%,-28%,9%[57.1 µM],-8%,2%,-12%,-25%,5%,-1%
Cc1ccc(NC(=O)C2CCN(S(=O)(=O)c3cccc4cccnc34)CC2)nc1,47%[activator],-9%,0%,-2%,31%[activator],-1%,-4%,-7%,i
COc1cccc(OC)c1C(=O)N1CCN(Cc2ccccc2C(F)(F)F)CC1,?,7.9µM*,12%[57.1 µM],-4%,?,22%,7%,6%,i
CC(C)CCN1CCC(N)=NC1=O,6%,-6%,17%[57.1 µM],?,-7%,-3%,-7%,1%,i
CCN(CC(=O)Nc1c(F)cccc1F)C(=O)CSCC(=O)Nc1cccc(C)c1,37%,-5%,-13%,3%,-12%,0%,-4%,-14%,-2%
CCc1ccccc1NC(=O)CSc1nc2c(c(-c3ccco3)c1C#N)CCCC2,8%,-1%,20%,7%,3%,-4%,-7%,-9%,0%

# As entered above:
# Value of CC(C)CCN1CCC(N)=NC1=O under ERG Ets-DNA blk: 1%
# Value of CCc1ccccc1NC(=O)CSc1nc2c(c(-c3ccco3)c1C#N)CCCC2 under RGS4 inhibitor: -4%

# Next entries follow:
SMILES,HP1b binding inh,JMJD2A Tudor,rTrxR1 inhibitor,Pin1 inh,12-LOX inh,RGS4 inhibitor,GLS inhibitor,ERG Ets-DNA blk,Tb PGK inh
COC(=O)C1=CN(C)C=C(C(=O)OC)C1c1ccc(Cl)cc1Cl,62%[activator],4%,16%[57.1 µM],0%,-23%,-5%,-4%,-1%,6%
COc1ccc(C(=O)COC(=O)c2cc(-c3cccs3)nc3ccccc23)cc1,40%[activator],16%,62%[activator],19%,-29%,-1%,-4%,2%,-10%
Cc1ccc(NS(=O)(=O)c2cc([N+](=O)[O-])ccc2N/N=C/c2sc(N3CCOCC3)nc2-c2ccccc2)c(C)c1,15%,-17%,5%,?,1%,10%,-2%,15%,3%
CCOC(=O)N1CCN(C(=O)CSC2=NS(=O)(=O)c3cc(Cl)ccc3N2)CC1,21%,-18%,9%[57.1 µM],-3%,0%,4%,1%,0%,i
CCCCN(CCCC)C1=Nc2ccccc2N/C1=C(/C#N)C(=O)OCC,36%,-8%,18%[57.1 µM],6%,0%,1%,1%,-6%,-1%
Cc1nc2cc(NC(=O)NCCC3=CCCCC3)ccc2o1,-1%,-18%,23%,?,-13%[57.4 µM],2%,16%,14%,·
Cc1ccn(CCC(=O)Nc2ccc3c(c2)OCO3)n1,8%,?,2%,5%,-7%,-1%,-4%,8%,i
CCC(C)[C@H]1CN=C(N)N1CCc1cccc(F)c1 (some centres not stated),44%[activator],-6%,14%[57.1 µM],-4%,4%,-3%,-1%,5%,11%
NC(=O)c1ncc(C(F)(F)F)cc1Cl,19%,-6%,21%,-1%,-2%,19%,-2%,-18%,-7%
O=c1[nH]cc(CN2CCOCC2)c(=O)[nH]1,6%[57 µM],-23%,29%[57.1 µM],-1%,-3%,4%,-10%,-6%,i
O=C(/C=C/c1cccc(F)c1)Nc1ccc(S(=O)(=O)N2CCOCC2)cc1,17%,-17%,4%[57.1 µM],14%,-1%,-21%,4%,18%,0%
Cc1noc2ncnc(Sc3ccc(Br)cc3)c12,81%[activator],12%,?,16%,0%,-10%,-8%,-16%,-5%
Cc1nnc(SCC(=O)N2CCC(C(N)=O)CC2)s1,38%,-13%,-3%,-11%,405%[activator],3%,-10%,4%,-10%
Cc1ccc2[nH]c(CSc3nnc(NC(=O)COc4ccccc4F)s3)cc(=O)c2c1,12%[57 µM],-6%,11%[57.1 µM],7%,-29%,13%,10%,0%,-6%
COc1cccc(NC(=O)NCc2ccc(F)cc2)c1,21%,6%,12%[57.1 µM],1%,-22%,20%,-5%,2%,3%
CC1=CC(=C2C(=O)c3ccccc3C2=O)C=C(C)N1Cc1ccco1,-16%,-27%,-42%,?,?,-9%,-3%,8%,-13%
O=C(CCc1nc2ccccc2s1)OCc1ccccc1F,168%[activator],147%[activator],0%,5%,13%,-1%,-5%,-6%,-11%
O=C(O)CCC(=O)Nc1ccc(-n2ccc(C(F)(F)F)n2)cc1,22%,-7%,23%,0%,0%,16%,3%,-1%,-1%
CCOc1ccc(CNC(=O)c2ccc3c(c2)nc2n3CCCCC2)cc1,18%[57 µM],-18%,11%[57.1 µM],-6%,-25%,8%,-17%,-3%,i
CCCC(=O)NC(=S)c1c(C)n(C)n(-c2ccccc2)c1=O,23%,-19%,-10%[57.1 µM],5%,?,-16%,-1%,0%,10%
O=C(O)CCCn1cc(NC(=O)c2ccco2)cn1,30%[activator],-5%,0%,0%,1%,0%,-5%,6%,i
COc1ccc2cc(C3CC(c4cccs4)=NN3S(C)(=O)=O)c(Cl)nc2c1 (configuration not stated),-11%,?,20%,?,-8%,-14%[11.4 µM],19%,7%,3%
OCCNCCSc1nc(C2CCCCC2)n(-c2ccccc2Cl)n1,-11%,0.89µM*,7%,0%,5%,15%,?,-3%,1%
CCc1ccc(CNC(=O)c2ccc(CS(=O)(=O)Cc3cccc(C)c3)o2)cc1,36%,-4%,6%[57.1 µM],-7%,-29%,0%,2%,-7%,4%
CCS(=O)(=O)Nc1cccc(-c2nc3cccnc3s2)c1,20%,-5%,-1%,0%,12%,8%,-3%,-8%,i

# These rows are one share of the data (hit frequency here may not be typical).
